Screening data (PubChem BioAssay)
MITF TRPM1 inh: reduces MITF-dependent TRPM1 promoter luciferase signal | actives 0.83% (n = 330,000) | inhibition, % at 12.5 µM | AID 488899 | SK-MEL-5 TRPM1 promoter luciferase, 24 h;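 active = mean inhibition across replicates of 60% or more, whatever share of single replicates reaches that level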; note: values of inactives mirror those of a sister screen read the other way
HIF-2a block: blocks HIF-2a reporter activity. inhibition, % at 18.8 µM. 786-0 RCC cells HIF-2a reporter, luciferase luminescence, overnight. actives 0.72% (n = 360,000);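 active = inhibition of the luminescence signal of 40% or more relative to plate controls, in a single-dose primary screen at 18.75 µM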
CaV13 ICDI inh: Primary screen for inhibitors of IQ motif and Ca2+-dependent inactivation inhibitor domain binding in CACNA1D, Förster resonance energy transfer in living cells, …; HEK cells, CFP/YFP FRET ICDI-IQ, plate reader, 10 min; percent FRET-ratio fall versus neutral wells; inhibition, % at 12.3 µM; actives 0.098% (n = 340,000);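 active = mean replicate inhibition of at least 30% and at least 1% of replicates passing that level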;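 note: 0% = median of the neutral control wells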
NR2E3 ag-1: activates human NR2E3 receptor; Q9Y5X4; CHO-S Gal4-NCOR/VP16-NR2E3 two-hybrid, luciferase; inhibition of corepressor binding, % at 3.98 µM; actives 0.35% (n = 360,000); AID 602229;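 active = inhibition above the mean of all tested compounds plus 3 SD, cut at about 70% in these data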;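 note: 0% = DMSO with NR2E3 transfected cells and 100% = cells lacking NR2E3 construct; higher means lower luciferase signal from less NR2E3 corepressor binding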
Target sequence (Q9Y5X4 whole entry, looked up, the tested form may be a part): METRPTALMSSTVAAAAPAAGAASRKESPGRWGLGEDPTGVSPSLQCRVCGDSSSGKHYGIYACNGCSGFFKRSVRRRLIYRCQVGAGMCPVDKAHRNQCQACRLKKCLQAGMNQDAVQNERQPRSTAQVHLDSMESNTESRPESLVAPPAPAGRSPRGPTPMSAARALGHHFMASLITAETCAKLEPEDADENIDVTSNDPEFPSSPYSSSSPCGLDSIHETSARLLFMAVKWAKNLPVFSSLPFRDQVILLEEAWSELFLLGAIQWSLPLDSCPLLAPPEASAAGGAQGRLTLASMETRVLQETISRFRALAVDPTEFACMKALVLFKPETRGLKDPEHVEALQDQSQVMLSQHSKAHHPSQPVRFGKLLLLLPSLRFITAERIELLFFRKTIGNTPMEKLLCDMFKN
Shn3 3UTR inh: reduces Shn3 3'UTR luciferase signal in osteoblasts | actives 0.52% (n = 360,000) | inhibition, % at 12.5 µM | AID 588674 | Clone20 osteoblast Shn3 3'UTR firefly luciferase, 24 h;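 active = mean inhibition of at least 75% with every replicate also reaching 75%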;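 note: 0% = median of neutral control wells and 100% = pilot-screen positive control compound; some compounds past the cut are filed as inactive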
PDI inh: blocks human protein disulfide isomerase activity; P07237; PDI insulin aggregation turbidity, A650, 90 min; inhibition, % at 10 µM; actives 0.052% (n = 350,000); AID 588391;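 active = mean inhibition across replicates of 30% or more, whatever share of single replicates reach that level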;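 note: absorbance from insulin aggregation driven by PDI reduction with DTT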
Target sequence (P07237 whole entry, looked up): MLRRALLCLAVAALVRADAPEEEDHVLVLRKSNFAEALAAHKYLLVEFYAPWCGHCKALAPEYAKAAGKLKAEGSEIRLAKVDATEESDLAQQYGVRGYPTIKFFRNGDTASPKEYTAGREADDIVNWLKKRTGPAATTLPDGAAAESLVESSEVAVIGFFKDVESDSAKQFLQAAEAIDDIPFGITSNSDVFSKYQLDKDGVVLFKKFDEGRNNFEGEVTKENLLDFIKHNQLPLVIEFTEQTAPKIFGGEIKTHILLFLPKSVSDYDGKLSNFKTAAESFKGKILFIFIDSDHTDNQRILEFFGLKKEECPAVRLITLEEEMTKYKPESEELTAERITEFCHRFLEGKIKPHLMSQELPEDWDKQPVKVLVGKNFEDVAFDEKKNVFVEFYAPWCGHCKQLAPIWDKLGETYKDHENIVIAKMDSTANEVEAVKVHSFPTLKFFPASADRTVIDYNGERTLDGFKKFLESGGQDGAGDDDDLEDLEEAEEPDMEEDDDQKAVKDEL
KKLEB tox: reduces viability of KKLEB cystic fibrosis airway cells. actives 0.36% (n = 360,000). KKLEB CF airway cells viability, ATPlite luminescence, overnight; stronger effect = lower value; cells stimulated with P. aeruginosa culture filtrate. activity change (cytotoxicity), % at 5 µM;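 active = corrected activity change at or below -50% at 5 µM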
NR2E3 ag-2: NR2E3 (human) agonism. Q9Y5X4. GST-NR2E3/biotin-RetCOR TR-FRET, 1536-well. inhibition of corepressor binding, % at 4.78 µM. actives 0.12% (n = 320,000). AID 2300;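 active = percent inhibition above the cutoff of mean plus 3 SD of all tested compounds, set per screening campaign, cut at about 20% in these data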;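 note: 0% = DMSO wells and 100% = biotin wells as full block of FRET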
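system = GST-tagged NR2E3 plus biotinylated RetCOR corepressor | input = 1.35 nM GST-NR2E3 | also added = 7 nM biotin-RetCOR | schedule = 5 h incubation at 4 °C | measured by = TR-FRET with europium anti-GST and streptavidin-D2, 340 nm excitation | read-out = percent loss of FRET ratio relative to control wells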
Vif inh: HIV Vif inhibition; HEK293T cells, Vif self-association by quenched fluorescence, imaging, 24 h; inhibition, % at 7.49 µM; actives 0.35% (n = 340,000); AID 602346; in the data active = inhibition above about 50%, passing the limit was not always enough; note: some results filed as inactive read as strong as hits
CF NFkB inh: blocks PAF-induced NF-kB reporter in cystic fibrosis cells; actives 0.86% (n = 360,000); inhibition, % at 5 µM; KKLEB NF-kB-GFP reporter, GFP fluorescence overnight;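 active = at least 50% inhibition at 5 µM, scaled per plate between neutral and stimulator controls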;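 note: PAF is a Pseudomonas aeruginosa culture filtrate used as stimulus; plate controls were PAF-stimulated DMSO wells for no effect and unstimulated DMSO wells for full effect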
Peg3 prom inh: inhibitors of Peg3 promoter | HeLa PEG-Prom luciferase reporter, luminescence, overnight | inhibition, % at 20 µM | actives 1.7% (n = 360,000);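 active = inhibition of at least 50% at 20 µM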
* hit, by the source's call; x = not tested or not shown; & = joins results of further samples. Rows were taken by chance; 3.3% or so of the library scored in one or more.

SMILES | MITF TRPM1 inh | HIF-2a block | CaV13 ICDI inh | NR2E3 ag-1 | Shn3 3UTR inh | PDI inh | KKLEB tox | NR2E3 ag-2 | Vif inh | CF NFkB inh | Peg3 prom inh
COc1ccccc1OCc1cc(C(=O)N2CC3C[C@@H]4CC2C[C@H](C3)C4)no1 | -85.0 | -235.3 | -7.1 | -130.0 | -37.9 | 7.6 | 5.4 | 3.7 | 4.0 | -19.6 | -341.9
CN1C(=O)N(C)C2(CC1(C)C)CC(C)(C)N(C)C(=O)N2C | -2.8 | -0.5 | -4.8 | 2.0 | 0.0 | 5.4 | -18.9 | 2.9 | -31.7 | 13.0 | 5.6
Cc1nc(N)nc(N/N=C/c2c(F)cccc2Cl)n1 | 3.9 | -47.5 | -18.5 | 8.4 | -5.9 | 5.7 | 10.5 | 0.6 | -1.5 | -13.9 | -16.4
CCN(C=NC1=NN(c2cccc(C(F)(F)F)c2)CC1)CC | -19.1 | -156.1 | -6.1 | -18.6 | 5.2 | 2.2 | -0.4 | -6.9 | -3.6 | 1.1 | -66.9
Cc1ccc(-n2nc(-c3cccs3)cc2C(=O)NCC2CCCO2)c(C)c1 (configuration not stated) | 5.9 | 25.9 | -3.1 | -5.2 | -0.3 | -6.5 | 8.2 | -0.1 | -2.6 | 9.3 | 19.8
CC(=O)N1CCOc2ccc(S(=O)(=O)N3CCC(C(=O)Nc4ccc(C)cc4C)CC3)cc21 | 4.7 | 6.9 | -7.6 | -4.1 | -10.5 | 9.6 | 5.5 | 4.8 | -2.2 | -9.1 | 9.0
CCCCN(C(=O)Nc1ccc(Cl)cc1)C1CCN(C(C)=O)CC1 | -9.5 | 6.0 | -11.6 | -11.9 | 3.5 | 1.6 | -4.2 | 1.4 | -1.3 | 14.5 | 6.7
CC1(C(=O)NCc2ccccc2)Cc2c(-c3ccc4c(c3)OCO4)ccnc2O1 (configuration not stated) | x | 29.3 | -5.4 | -19.8 | 5.8 | -9.0 | -8.5 | x | x | 31.8 | -11.1
Cc1ccc(NC(=O)CN(C)C(=O)CCOc2ccccc2C)cc1 | 2.2 | 9.2 | -5.1 | 10.9 | 4.8 | 2.0 | -2.7 | 2.1 | -0.5 | -6.2 | -2.9
O=C(N/N=C/c1ccc(OC(=O)c2ccccc2)c([N+](=O)[O-])c1)c1ccc(O)cc1 | -2.3 | 10.9 | -4.6 | -9.7 | -2.2 | 10.8 | 6.3 | -4.2 | -0.4 | -9.0 | 1.3
NS(=O)(=O)c1ccc(CCNC(=O)CCc2ccccc2)cc1 | x | 16.1 | -4.5 | -7.2 | -3.4 | -1.4 | -2.8 | -4.7 | -8.3 | -4.1 | 6.6
Cc1ccc2[nH]c(-c3ccccc3)c(CN3CCCC3)c(=O)c2c1 | 9.5 | -17.3 | -4.0 | 8.8 | -14.4 | 0.0 | 7.3 | 1.1 | -16.4 | -35.0 | -20.0
COc1cc(C2c3cc4c(cc3C(O)C3COCC23)OCO4)cc(OC)c1OC (configuration not stated) | 6.1 | 12.2 | -5.6 | 2.5 | -3.2 | -15.7 | -12.1 | x | -3.0 | 17.6 | 10.3
CCOc1ccccc1NC(=O)NC1Cc2ccccc2C1 | -8.9 | -9.2 | x | -26.0 | -7.8 | -7.9 | -8.4 | -1.3 | 12.6 | -3.6 | -3.7
O=C(COc1ccc(Cl)cc1)Nc1ccccc1CO | -20.5 | -156.8 | -0.7 | -10.6 | -37.1 | 2.4 | 5.8 | 1.8 | x | -4.5 | -90.2
CCc1nc2c(OCc3ccc(F)c(F)c3)cccn2c1N(C)C(=O)c1ccc(C)cc1 | x | 2.7 | -4.6 | -8.2 | 4.9 | 4.8 | -13.8 | x | 1.5 | 5.2 | 0.4
CSc1nc(C)c(C(=O)C[n+]2ccccc2)cc1C#N | -6.4 | 15.9 | -5.2 | -10.0 | -3.7 | 13.2 | -1.1 | 5.0 | -5.2 | -13.2 | -8.5
CCN(CC)C(=O)OCCc1cc2ccccc2c(=O)o1 | -11.9 | -11.0 | -8.2 | -29.0 | 1.3 | 3.1 | 12.8 | 1.2 | x | -12.3 | -11.7
CC(O)Cn1c(N2CCCC2)nc2c1c(=O)n(C)c(=O)n2C (configuration not stated) | 3.2 | 7.0 | -20.1 | 10.2 | 7.2 | -4.1 | -3.7 | 2.1 | -3.8 | -7.5 | 14.8
COc1ccc(CNc2n[nH]c(NCc3ccc(OC)c(OC)c3)n2)cc1OC | 12.7 | 8.3 | -6.6 | -1.6 | 2.5 | -12.1 | 7.1 | -1.6 | 2.0 | 5.1 | 8.2
CC(C)n1cnc2c(Nc3cccc(Cl)c3)nc(NCCCO)nc21 | 31.4 | -66.2 | -5.5 | -0.2 | -8.0 | -3.4 | -14.2 | 0.8 | -0.9 | 44.8 | 32.5
COc1cc2[nH]c(=O)n(CCC(=O)N3CC=C(c4ccccc4)CC3)c(=O)c2cc1OC | -17.5 | 20.3 | x | -8.8 | 4.4 | -5.8 | 4.8 | -0.5 | -2.4 | 6.2 | 0.7
COc1ccccc1C(=O)NC(CCSC)C(=O)NC1CC1 (configuration not stated) | 3.7 | 4.1 | -5.8 | -16.7 | -12.8 | 9.3 | 11.2 | x | x | 0.9 | -15.0
N/C(CSc1nc(-c2ccccc2)c(-c2ccccc2)o1)=N\O | 8.6 | -16.3 | -5.6 | 2.6 | 11.3 | 0.1 | 12.1 | 0.9 | -2.5 | -16.3 | 13.2
CCCCCCCCOC(=O)C[N+](C)(C)C/C=C(/C)Cl | 1.1 | 3.3 | -7.1 | 8.9 | 8.6 | 4.5 | -1.8 | 2.0 | 6.4 | 8.0 | -17.2
CCC(=O)N(c1ccc(C(=O)O)cc1)c1nc(-c2ccc(OC)cc2)c(C)s1 | 2.4 | -1.7 | -6.8 | -14.1 | -16.6 | 1.8 | 8.3 | 1.8 | -4.2 | 1.3 | 5.2
CC(C)(CO)Nc1nc(Cl)nc(NC2CCCCC2)n1 | -2.4 | -21.8 | -14.0 | -19.3 | -25.1 | 1.7 | -2.2 | -4.1 | -2.8 | 26.6 | -17.6
Cc1c(-c2ccc(F)cc2)[n+](=O)c2c(n1[O-])CCCCC2 | -28.6 | -3.3 | -13.7 | 6.1 | 7.4 | -2.0 | 9.6 | 0.6 | -2.4 | -9.3 | -8.3
COc1ccc(S(=O)(=O)N2CCCCC2)cc1NC(=S)Nc1cccc(Cl)c1C | -2.6 | 19.1 | -1.9 | 80.5* | 12.7 | -5.0 | 2.7 | -0.7 | 6.2 | 4.0 | 25.0
CC1CCC(C(C)C)C(OC(=O)CSc2nnc(N)s2)C1 (configuration not stated) | 0.5 | 2.1 | x | -28.0 | 2.1 | 18.5 | 6.9 | -1.1 | 2.0 | 4.7 | 7.4

Compound profiles (already shown).
`COc1ccccc1C(=O)NC(CCSC)C(=O)NC1CC1` (configuration not stated) across the screens: MITF TRPM1 inh: 3.7; HIF-2a block: 4.1; CaV13 ICDI inh: -5.8; NR2E3 ag-1: -16.7; Shn3 3UTR inh: -12.8; PDI inh: 9.3; KKLEB tox: 11.2; NR2E3 ag-2: x; Vif inh: x; CF NFkB inh: 0.9; Peg3 prom inh: -15.0
`CC1CCC(C(C)C)C(OC(=O)CSc2nnc(N)s2)C1` (configuration not stated) across the screens: MITF TRPM1 inh: 0.5; HIF-2a block: 2.1; CaV13 ICDI inh: x; NR2E3 ag-1: -28.0; Shn3 3UTR inh: 2.1; PDI inh: 18.5; KKLEB tox: 6.9; NR2E3 ag-2: -1.1; Vif inh: 2.0; CF NFkB inh: 4.7; Peg3 prom inh: 7.4
`CC(C)(CO)Nc1nc(Cl)nc(NC2CCCCC2)n1` across the screens: MITF TRPM1 inh: -2.4; HIF-2a block: -21.8; CaV13 ICDI inh: -14.0; NR2E3 ag-1: -19.3; Shn3 3UTR inh: -25.1; PDI inh: 1.7; KKLEB tox: -2.2; NR2E3 ag-2: -4.1; Vif inh: -2.8; CF NFkB inh: 26.6; Peg3 prom inh: -17.6

The main list resumes, starting 2 compounds before the break.
SMILES | MITF TRPM1 inh | HIF-2a block | CaV13 ICDI inh | NR2E3 ag-1 | Shn3 3UTR inh | PDI inh | KKLEB tox | NR2E3 ag-2 | Vif inh | CF NFkB inh | Peg3 prom inh
COc1ccc(S(=O)(=O)N2CCCCC2)cc1NC(=S)Nc1cccc(Cl)c1C | -2.6 | 19.1 | -1.9 | 80.5* | 12.7 | -5.0 | 2.7 | -0.7 | 6.2 | 4.0 | 25.0
CC1CCC(C(C)C)C(OC(=O)CSc2nnc(N)s2)C1 (configuration not stated) | 0.5 | 2.1 | x | -28.0 | 2.1 | 18.5 | 6.9 | -1.1 | 2.0 | 4.7 | 7.4
ONC(=Nc1cccc(C(F)(F)F)c1)c1cccnc1 | 6.0 | 17.3 | -19.2 | -6.9 | 5.4 | -4.1 | 0.1 | -4.8 | -6.3 | -9.8 | 6.5
COc1ccc(/C=C\c2cc(OC)c(OC)cc2CC[N+](C)(C)C)cc1OC | -16.7 | 12.6 | -4.5 | -23.1 | -1.4&8.1 | 6.5 | -4.1 | 1.2 | 0.0&0.7 | 18.8 | -3.4
CCOC(=O)COc1ccc(S(=O)(=O)N2CCN(c3ccccc3)CC2)cc1 | -19.1 | 67.0* | x | 14.7 | 7.5 | 3.3 | -7.8 | -1.9 | 4.0 | 8.8 | 6.0
Cc1nn(C(C)C(=O)c2cccc(Cl)c2)c(C)c1[N+](=O)[O-] (configuration not stated) | -1.8 | 7.6 | 1.4 | 2.0 | 11.4 | 24.3 | -0.2 | 2.2 | 3.2 | -0.4 | 5.8
CCC(CC)NC(=O)c1ccc(NS(=O)(=O)c2ccc3[nH]c(=O)[nH]c3c2)cc1 | -7.7 | 11.9 | x | 1.3 | -21.9 | 11.4 | 3.8 | 2.8 | -8.5 | 3.4 | -1.9
CCNC(=O)CC1C(=O)N(c2ccc(F)cc2)C(=O)N1Cc1ccc(OC)cc1 (configuration not stated) | 6.6 | -27.2 | -7.6 | -18.8 | -41.5 | 1.6 | -12.6 | 1.7 | -4.4 | 8.8 | -20.8
O=C(NCN1C(=O)C2C3C=CC(C3)C2C1=O)Nc1nncs1 (configuration not stated) | -1.6 | 4.3 | x | 19.1 | -27.2 | 12.7 | -1.6 | 3.1 | -5.7 | 5.7 | 4.8
CCOC(=O)N1CCN(S(=O)(=O)c2ccc(OC)c(C(=O)N3CCCCC3)c2)CC1 | -12.4 | 14.3 | -2.9 | -37.0 | 20.4 | 9.9 | 2.8 | 3.4 | 1.4 | -24.4 | 12.6
O=C(Nc1ccccc1C(=O)Nc1ccccc1)c1ccccc1Br | 7.4 | -7.1 | -2.2 | 17.9 | 1.0 | -0.7 | -7.0 | 1.0 | -2.2 | 7.9 | -0.5
CCOC(=O)N1CCN(c2nc(C)c3c(n2)CC(C)CC3=O)CC1 (configuration not stated) | -17.4 | -15.0 | x | -14.3 | 14.8 | -5.2 | -0.9 | 1.0 | -4.4 | -8.8 | -4.7
CN(CCO)c1cc(Sc2nc3ccccc3s2)c2nonc2c1[N+](=O)[O-] | 91.5* | 86.5* | -9.6 | 33.0 | 87.2* | -0.5 | -4.3 | 6.6 | -0.1 | 17.5 | 104.5*
